A549 viability: Nrf2 qHTS screen for inhibitors: counterscreen for cytotoxicity; A549 ARE-Fluc cells, CellTiter-Fluor viability, 18-24 h; Potency, µM (doses to about 46 µM), without a hit: at the top dose activity change, negative = cytotoxicity, most hits filed as inhibitors; 390,000 compounds, 0.16% hits; also: potency is read from the fitted curve at half-maximal effect; % is scaled to controls: 0 for no effect and ±100 for the full control effect
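Cytotoxicity counterscreen: CellTiter-Fluor fluorescence was measured in A549 ARE_Fluc cells after 18-24 h of compound exposure in a concentration series. The subsequent BugLite luminescent read reports ARE-luciferase activity.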
Nrf2 activator: qHTS of Nrf2 Activators; 410,000 compounds, 0.31% hits; AID 624171, 2012; AREc32 ARE-luciferase reporter (MCF7-derived line), luminescence, 24 h; Potency, µM (titrated, usually from 46.1 µM), for the others: at the top dose activation, usual class: activators; also: potency is read from the fitted curve at half-maximal effect; % of control where 0% means no effect; nearly all actives have a fitted effect of over 65% in size
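Quantitative high-throughput format: AREc32 reporter cells, 1000 per well, received compound by pin transfer and were incubated 24 hr at 37 deg C, 5% CO2, before Steady-Glo luminescence detection.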
Nrf2 inh: Nrf2 qHTS screen for inhibitors. 360,000 compounds, 2.1% hits. AID 504444, 2011. A549 ARE-Fluc reporter, luciferase luminescence, 18-24 h. Potency, µM (highest dose often 46 µM), without a hit: at the top dose activity change, negative = inhibition, hits mostly inhibitors; also: potency is read from the fitted curve at half-maximal effect; % is scaled to controls: 0 for no effect and ±100 for the full control effect; nearly all actives have a fitted effect of over 60% in size
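A549 ARE_Fluc cells, 5000/well, 5% FBS OPTI-MEM; compounds in dose-response, 18-24 h at 37 °C/5% CO2; CellTiter-Fluor viability read (Ex 405/Em 525), then BugLite luciferase luminescence = Nrf2 activity.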
S2 tox: Viability Counterscreen for Primary qHTS for Inhibitors of ATXN expression | S2 cells (HEK-293 line with an ATXN2-luciferase reporter) viability, CellTiter-Fluor protease fluorescence, 24 h | Potency, µM (highest dose often 56.7 µM), hits mostly cytotoxic | 400,000 compounds, 0.49% hits; also: potency is read from the fitted curve at half-maximal effect; nearly all actives have a fitted effect of over 40% in size
CCT modulator: High-Throughput Screening for Modulators of Cytosolic Chaperonin Activity. purified chaperonin ATPase assay, HTRF ADP detection, 30 min. activity change, % (concentration not given with the values), hits read low. 360,000 compounds, 0.3% hits. AID 651819, 2012; in the data active = activity change below about -30%; also: % is scaled to controls: 0 for no effect and ±100 for the full control effect
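TRiC at 40 or 20 nM final (batch-dependent) in 30 mM Tris pH 7.4, 100 mM KCl, 5 mM MgCl2, 1 mM DTT, with compound at single 76 uM and 10 uM ATP, 30 min at 37 deg C. ADP detected by HTRF Transcreener, 665/615 ratio.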
Akt phos inh: HTS Assay for Inhibitors of Akt Phophorylation: Primary Screen; Neuro2A IGF-stimulated pAkt S473 HTRF, 20 min; active compounds read low; activity change, % for hits at 50 µM; 360,000 compounds, 0.32% hits; in the data active = activity change below about -80%; inconclusive = mostly about -51% to -80%; also: % is scaled to controls: 0 for no effect and ±100 for the full control effect
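Neuro2A cells (4,500/well, DMEM with 0.5% FBS) were treated with compound at a single 50 µM final concentration, stimulated with 6 nM IGF for 20 min at 37 °C, and lysed. Phospho-Akt Ser473 was read by HTRF as 665/615 ratio ×10^4.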
TGFb inhibitor: qHTS for Inhibitors of TGF-b; 410,000 compounds, 1.2% hits; Potency, µM (top dose mostly 46.1 µM), for inactives: top-dose activity, negative = inhibition, usual class: inhibitors; HepG2 CAGA-GFP TGF-b/SMAD3 reporter, GFP fluorescence, 18 h; TGF-beta stimulated, 500 pg/mL final; also: potency is read from the fitted curve at half-maximal effect; % is scaled to controls: 0 for no effect and ±100 for the full control effect; nearly all actives have a fitted effect of over 65% in size
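Inhibition was scored as loss of TGF-beta-induced (500 pg/mL final, 18 hours, 37 degrees C) GFP in HEPG2 cells carrying a CAGA-GFP reporter, in DMEM with 1% FBS. Well GFP was summed per cell; Activity was normalised to unstimulated and stimulated DMSO wells, then concentration-response fitting.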
HepG2 tox: qHTS for Inhibitors of TGF-b: Cytotox Counterscreen. 410,000 compounds, 0.76% hits. HepG2 CAGA-GFP viability, ATP luminescence, 18 h. AID 588856, 2011. Potency, µM (doses to about 46.1 µM), inactives show at the highest dose activity change, negative = cytotoxicity, actives largely listed as cytotoxic; also: potency is read from the fitted curve at half-maximal effect; some results filed as inactive show a strong effect at the top dose
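CellTiter-Glo luminescence gave cytotoxicity after 18 hours at 37 degrees C. The cells were HepG2 CAGA-GFP in 1% FBS DMEM, stimulated with 500 pg/mL TGF-beta after compound addition. %Activity was normalised to no-cell wells (complete cell-killing) and DMSO (no toxicity), and curves were fitted and classified.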
Mm-Cpn inhibitor: Inhibitors of TCP-1 ring complex (TRiC) of Methanococcus maripaludis (MmCpn): qHTS. 330,000 compounds, 0.031% hits. purified Mm-Cpn ATPase, ADP Transcreener TR-FRET. Chaperonin Mm-Cpn (Methanococcus maripaludis). Potency, µM (doses to about 76.9 µM), without a hit: at the top dose activity, negative = inhibition, most hits filed as inhibitors; also: potency is read from the fitted curve at half-maximal effect; % is scaled to controls: 0 for no effect and ±100 for the full control effect; nearly all actives have a fitted effect of over 80% in size
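Inhibition of chaperonin ATP hydrolysis is measured as reduced ADP production, detected by competitive TR-FRET in which signal falls with ADP. Final enzyme 25 nM and ATP 10 uM, reacted 30 min at 37°C.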
The depositor's hits bear a star; i = inactive; ? = inconclusive; · = no result given; [ ] = remark or other dose. Unless noted, calls follow the shape of the dose curve; as a rule, active = well fitted curve in the direction sought with a large enough effect; inconclusive = small, poorly fitted or top-dose-only effect, or another doubt; inactive = no such curve, though single readings can be large; an effect the other way counts as inactive or inconclusive.

SMILES	A549 viability	Nrf2 activator	Nrf2 inh	S2 tox	CCT modulator	Akt phos inh	TGFb inhibitor	HepG2 tox	Mm-Cpn inhibitor
CCc1noc(C)c1C(=O)N1CCN(S(=O)(=O)c2cc(C)ccc2C)CC1	0%	-0.6%	10%	i	-0.3	i	-14%	138%	0%
COc1ccc(-c2nc(CCNC(=O)c3c(F)cccc3Cl)cs2)cc1	11%	0.2%	·	·	·	·	?	-38%	·
CCC1CCCCN1C(=O)c1nn(-c2ccc(OC)cc2)c(=O)c2c1c1ccccc1n2C (stereo unspecified)	-2%	2.3%	?	i	·	·	0%	4%	·
COc1ccc(C2=NOC(C(=O)Nc3cccnc3)C2)cc1 (stereo unspecified)	-1%	-0.2%	?	i	-2.7	i	5%	-9%	0%
CCOC(=O)/C(=N\Nc1ccccc1Cl)N1CC(C)OC(C)C1 (stereo unspecified)	-12%	-0.1%	-1%	i	1.0	i	15%	-34%	0%
O=C(NC1CC1)C1=C[C@@H](c2ccc3c(c2)OCO3)C[C@@H](OCCCCO)O1	8%	0.5%	3%	i	0.2	i	?	1%	2%
CC(=O)Nc1ccc(NC(=O)C(C)OC(=O)[C@@H]2CCCN2C(=O)c2cccs2)cc1 (stereo partly specified)	6%	0.3%	21%	i	-3.2	i	-20%	-3%	0%
O=S1(=O)CC(N2CCCC2)CN1Cc1cn(Cc2ccccc2)nn1 (stereo unspecified)	·	0.4%	·	i	1.4	i	·	·	·
CCOC(=O)C1CCN(C(=O)c2ccccc2NS(=O)(=O)c2cc(C)ccc2C)CC1	-1%	-0.3%	4%	i	0.6	i	-2%	3%	2%
CC1CCN(CC(=O)Nc2cccc(Cl)c2)CC1	0%	0.1%	4%	i	2.4	i	14%	-5%	-2%
O=C(CN1CCc2ccccc21)Nc1ccc2c(c1)OCCCO2	-10%	4.3%	-4%	·	0.1	i	0%	-4%	-2%
Cc1ccc2nc(-c3cccc(NC(=O)c4ccc5c(c4)OCCO5)c3)oc2c1	-16%	3.1%	?	?	2.2	i	0%	-44%	0%
COC(=O)CCC(=O)OC1(C)C(=O)C2=CN(Cc3ccc(OC)cc3)C(c3ccc(OC)cc3)=CC2=C(Br)C1=O (stereo unspecified)	-11%	9.4%	-2%	i	0.0	i	-1%	-6%	·
Cc1cccc(-c2ccc(C=Nc3c(C)n(C)n(-c4ccccc4)c3=O)o2)c1	0%	0.7%	?	i	2.3	i	7%	-9%	-5%
CC(C)(C)N=C1NN=C(c2ccc(S(=O)(=O)N3CCCCC3)cc2)CS1	-13%	4.8%	?	i	-0.8	i	-3%	-2%	-5%
Cn1c(=O)c2c(O)c(C=Nc3ccc(F)cc3)c(=O)n(C)c2n(C)c1=O	-16%	-1.0%	14%	i	1.5	i	6%	-5%	-2%
O=C(O)CC1C(=O)NCCN1C/C=C/c1ccccc1 (stereo unspecified)	1%	0.1%	22%	i	0.0	i	-3%	4%	2%
COC(=O)c1c(NC(=O)CCCC(=O)O)sc(C)c1C	-2%	-1.2%	-7%	i	0.0	i	-17%	7%	-4%
CCC(C(=O)NC1CCCCC1)n1nc(C)c2c(C)n(-c3ccccc3)nc2c1=O (stereo unspecified)	1%	-1.0%	10%	?	-1.1	i	-10%	-2%	2%
Cc1ccc(C2NC(=O)NC(O)(C(F)(F)F)C2C(=O)c2ccccc2)o1 (stereo unspecified)	0%	0.0%	-10%	i	-0.3	i	-10%	-1%	5%
COc1ccc(S(=O)(=O)N2CCN(C(=O)c3ccc4ccccc4n3)CC2)cc1	0%	-0.1%	-4%	?	0.6	i	-3%	0%	1%
CC(C)[C@H](NC(=O)c1ccccc1F)C(=O)NCCc1ccccc1	-7%	-0.4%	-1%	i	-0.3	i	28%	-15%	2%
Cc1ccc(NC(=O)c2c(C)nc3sc(C(=O)Nc4ccc(F)cc4)c(N)c3c2-c2ccccc2Cl)c(C)c1	13%	0.2%	0%[9.27 µM]	i	·	·	-18%	-21%	·
CC(C)(C)c1ccc(S(=O)(=O)n2c(CN3CCOCC3)nc3ccccc32)cc1	-7%	-0.3%	-28%	i	-2.3	i	-4%	-8%	0%
CC(=O)c1ccc(N2C(=O)C3C(C2=O)C(C(=O)c2ccc(Cl)cc2)N2CCCC32)cc1 (stereo unspecified)	2%	?	3%	i	1.0	i	8%	-21%	1%
CCOC(=O)C1=C(C(=O)OCC)N(CC)CCC1=O	6%	-0.1%	-8%	i	1.5	i	-7%	-12%	·
Cc1cc(NCCCn2ccnc2)n2nc(C)c(-c3ccc(Cl)cc3)c2n1	-13%	6.8%	7%	16µM*	-2.9	i	-4%	-61%	0%
COc1cccc(C(=O)NCC[N+](C)(C)C)c1	·	-0.7%	·	i	0.4	i	·	·	·
Oc1ccc(C[C@H]2CNCCN2CCc2cccc(F)c2)cc1	0%	-0.3%	?	i	-0.5	i	-4%	-9%	-1%
CCc1cc2c(cc3c(=O)n(CC(=O)NC4CCCCC4)ncn32)s1	-6%	-1.5%	7%	·	·	·	-22%	3%	·
CCCS(=O)(=O)N1CCN(C2CCC(C)CC2)CC1 (stereo unspecified)	-6%	-0.4%	-14%	i	1.6	i	-9%	-11%	2%
Cc1cc(C)cc(NC(=O)C2CCN(c3nc(C)cc(C)n3)CC2)c1	-9%	-0.5%	-6%	i	-0.8	?	4%	-18%	1%
Cc1ccc(CN2C(=O)C3CCCN3c3ncccc32)cc1 (stereo unspecified)	11%	-0.5%	-9%	i	2.3	i	-14%	-20%	0%
Cc1ccc(/C=N/NC(=S)N2CCOCC2)cc1	-2%	4.0%	?	i	-1.2	i	?	8%	-1%
C/C(=N\NC(N)=S)c1cc(-c2ccccc2)c(-c2ccccc2)s1	-3%	1.6%	-1%	?	-2.5	i	13µM*	-41%	-1%
COc1ccc(Nc2nc(-c3ccc4c(c3)NC(=O)CO4)cs2)cc1	-13%	5.9%	-26%	i	0.3	i	3%	4%	?
CCOC(=O)c1ccccc1NC(=S)N1CC(C)CC(C)C1 (stereo unspecified)	4%	0.1%	4%	i	-0.1	i	-11%	-15%	-19%
O=C(O)c1cc(-c2ccc(Cl)cc2)n(-c2ccc(F)cc2)n1	-10%	3.5%	-16%	i	0.4	i	2%	10%	1%
CCCCc1c(-c2ccccc2OC)ncn1CCc1ccc(Cl)cc1	·	1.2%	·	?	-0.1	i	·	·	·
CCC(Sc1ncccc1C(=O)Oc1ccccc1Cl)C(=O)Nc1ccccc1OC (stereo unspecified)	0%	0.2%	·	·	·	·	5%	-28%	·
c1ccc(-c2nc(N3CCOCC3)c3ccccc3n2)nc1	2%	-0.1%	-14%	?	1.7	i	2%	-19%	-1%
COc1ccc(CN(C(=O)Cc2cccs2)C(C(=O)NC2CCCC2)c2ccncc2)cc1 (stereo unspecified)	-2%	-0.3%	?	i	1.8	i	-20%	1%	-1%
CCOP(=O)(OCC)C(Nc1ccccn1)c1ccccc1 (stereo unspecified)	3%	0.2%	9%	i	0.9	i	8%	10%	-2%
Cc1ccc(C)c(N2CCN(C(=O)Cn3ncc4ccsc4c3=O)CC2)c1	2%	-0.5%	?	i	·	·	-7%	-20%	·
Cc1ccccc1CNC(=O)CN1C(=O)CCCc2ccccc21	-8%	-0.4%	?	i	·	·	9%	-12%	·
COc1ccccc1NS(=O)(=O)c1cc(NC(=O)C2CCCO2)ccc1C (stereo unspecified)	-5%	0.2%	-7%	i	-1.4	i	2%	-1%	0%
CN(C)/N=C/c1cc(Cl)cc([N+](=O)[O-])c1O	2%	3.2%	0%	i	-2.7	i	0%	-35%	0%
CCOc1ccc(C(=O)c2cn(Cc3ccccc3OC)c3ccc(F)cc3c2=O)cc1	-13%	-0.9%	-7%	i	·	·	16%	-4%	·
COc1ccc(-n2c(=O)c3ccccc3n(CC(=O)NCc3ccco3)c2=O)cc1	-15%	2.5%	-5%	i	-0.4	i	-6%	-16%	-6%
Cc1cc2nc(CO)[nH]c2cc1C	1%	-0.7%	22%	i	-1.2	i	14%	8%	-18%
O=C(CN(Cc1ccccc1)S(=O)(=O)c1ccc(Br)cc1)N/N=C/c1ccccc1C(=O)O	2%	0.0%	-10%	i	1.8	i	1%	-15%	-6%
O=C(NCc1ccc(Cl)cc1)c1ccc2ccccc2n1	1%	2.7%	?	i	-0.8	i	-20%	-3%	-1%
Cc1cc(C)n2nc(C(=O)OCC(=O)N3C(C)CCCC3C)nc2n1 (stereo unspecified)	-5%	-1.1%	12%	i	1.2	i	3%	0%	2%
O=C(c1ccc2c(c1)CCN2S(=O)(=O)c1ccccc1)N1CCN(c2cccc(Cl)c2)CC1	-5%	0.4%	?	i	·	·	-29%	0%	·

Given field by field: 2 of the compounds above.
molecule: COc1ccc(CN(C(=O)Cc2cccs2)C(C(=O)NC2CCCC2)c2ccncc2)cc1 (stereo unspecified)
  A549 viability: -2%
  Nrf2 activator: -0.3%
  Nrf2 inh: ?
  S2 tox: i
  CCT modulator: 1.8
  Akt phos inh: i
  TGFb inhibitor: -20%
  HepG2 tox: 1%
  Mm-Cpn inhibitor: -1%
molecule: CCOP(=O)(OCC)C(Nc1ccccn1)c1ccccc1 (stereo unspecified)
  A549 viability: 3%
  Nrf2 activator: 0.2%
  Nrf2 inh: 9%
  S2 tox: i
  CCT modulator: 0.9
  Akt phos inh: i
  TGFb inhibitor: 8%
  HepG2 tox: 10%
  Mm-Cpn inhibitor: -2%
